# Source: PubChem (Southern Research Specialized Biocontainment Screening Center)
# influenza NS1A: H1N1 influenza NS1A inhibitors, functional cell based assay (AID 504329). NS1A functional cell-based assay, percent inhibition; higher % means a stronger effect. inhibition, % at 12.5 µM; hits with a dose series show IC50 in µM. 340,000 tested, 0.3% active; in the data active = a potency from the dose series; also: strong numbers were not always called active
# tuberculosis growth: growth inhibition of non-replicating M. tuberculosis (AID 488890) | Mycobacterium tuberculosis non-replicating, growth inhibition; higher % means a stronger effect | one-dose inhibition, % at 25 µM; IC50 in µM for titrated hits | 320,000 tested, 0.39% active; in the data active = a potency from the dose series;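 also: plate controls were DMSO cells for no effect and high antibiotic wells for full effect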
# inhibitors of VEEV: inhibitors of VEEV TC-83 cytopathic effect, confirmation, Vero cells (AID 588727) | inhibition, % at 20 µM, or IC50 in µM where a hit was titrated | 350,000 tested, 0.13% active | Vero cells, VEEV TC-83 cytopathic effect inhibition; higher % means a stronger effect; in the data active = a potency from the dose series; also: strong numbers were not always called active
# H37Rv inhibition: M. tuberculosis growth inhibition, HTS (AID 449762); M. tuberculosis H37Rv growth inhibition, 7H9 media; higher % means a stronger effect; inhibition, % at 25 µM; hits with a dose series show IC50 in µM; 330,000 tested, 0.59% active; in the data active = a potency from the dose series;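 also: bacterial growth assessed after seven days of incubation; strong numbers were not always called active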
# PhoP GFP inhibition: Inhibition of PhoP regulon, Salmonella typhi GFP reporter cells, confirmation, 4 h (AID 1850); 310,000 tested, 0.33% active; Salmonella Typhi PhoP-promoter GFP reporter, fluorescence, 4 h; higher % means a stronger effect; one-dose inhibition, % at 50 µM; IC50 in µM for titrated hits; in the data active = a potency from the dose series;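 also: 0% = induced wells with vehicle and 100% = uninduced wells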
# Starred values were filed as active, the others as inactive; i = inactive; nt = no result given.
SMILES,influenza NS1A,tuberculosis growth,inhibitors of VEEV,H37Rv inhibition,PhoP GFP inhibition
C=CCOc1ccccc1CN(CCc1ccccc1)C(=O)c1cccc(S(C)(=O)=O)c1,-9%,2%,7.7%,24%,4%
CC(c1nnc(SCC(=O)NC(=O)NCc2ccco2)n1-c1ccc(Cl)cc1)N(C)C (configuration not stated),-1%,11%,i,6%,7%
CCc1ccc(-c2nc(CS(=O)CC(=O)NCCCN3CCC(C)CC3)c(C)o2)cc1 (configuration not stated),-2%,6%,1.2%,3%,-4%
CCOCCCNc1nc2c(c(=O)[nH]c(=O)n2C)n1CCCc1ccccc1,0%,-26%,7.1%,-7%,9%
O=C1C(=O)N(Cc2cccnc2)C(c2ccccn2)/C1=C(/O)c1ccc(Br)cc1 (configuration not stated),-5%,-8%,i,-6%,11%
C=C1CCN([C@@H](CC(C)C)C(=O)Nc2nc3ccc(Cl)cc3s2)S(=O)(=O)c2ccccc21,-4%,14%,3.8%,19%,-31%
N#CC1=C(N)Oc2nc[nH]c(=O)c2C1c1cccs1 (configuration not stated),nt,nt,0.8%,-9%,11%
COc1ccc(NC(=O)CN(C)C(=O)C(C)N2C(=O)c3ccccc3C2=O)cc1 (configuration not stated),-4%,5%,0.1%,2%,1%
CCCc1nnc(SCC(=O)Nc2cccc(C(F)(F)F)c2)o1,-29%,74%,2.2%,-3%,12%
COc1ccccc1N1CCN(/N=C\c2ccccc2)CC1,4%,3%,0.6%,4%,2%
COc1ccc(CCNC(=O)c2cc3c(=O)n(C)c4ccccc4c3n2C)cc1OC,-7%,-5%,9.0%,0%,-7%
Cn1cnc2c(NCc3ccco3)ncnc21,-8%,-14%,0.8%,-6%,-6%
Cc1[nH]cnc1CN1CCc2c(c3ccccc3n2C)C1=O,3%,-2%,0.8%,44%,13%
CS(=O)(=O)N1CCN(C(=O)NC2CCCCC2)CC1,6%,0%,1.1%,-7%,11%
CC1CCN(CCCCOc2ccccc2-c2ccccc2)CC1,17%,77%,i,3%,2%
CC(=O)Nc1ccc(C)cc1NC(C)=O,1%,-2%,1.3%,0%,1%
Cn1c(SCC(=O)NC2CC2)nnc1-c1cccs1,3%,-11%,i,-22%,-10%
O=C(O)c1ccccc1SCC(=O)N1c2ccccc2Sc2ccccc21,-4%,-3%,i,3%,-5%
CCC(C)NC(=O)c1ccc(NC(=O)C2=C(C)OCCS2)cc1 (configuration not stated),3%,7%,0.6%,2%,-7%
O=C(Nc1ccon1)c1ccc2c(c1)OCO2,5%,-15%,2.0%,-1%,-2%
O=C(NCCN1CCOCC1)c1ccc2c(c1)N(Cc1ccccc1F)C(=O)c1ccccc1S2(=O)=O,0%,4%,i,2%,-10%
COc1ccc(Oc2ncccc2[N+](=O)[O-])cc1,2%,19%,1.4%,11%,4%
CC1=NN(c2ccccc2)C(=O)/C1=C/N(C)C,12%,-4%,i,-6%,-3%
CCCCCOP(=O)(c1ccccc1)c1ccccc1,1%,-1%,i,-2%,5%
COCc1nn2c(N)c(-c3ccccc3)cnc2c1-c1ccccc1,5%,-5%,0.6%,4%,-6%

# 3 compounds from above, limited to PhoP GFP inhibition, tuberculosis growth and H37Rv inhibition.
Structure | PhoP GFP inhibition | tuberculosis growth | H37Rv inhibition
CCCCCOP(=O)(c1ccccc1)c1ccccc1 | 5% | -1% | -2%
O=C1C(=O)N(Cc2cccnc2)C(c2ccccn2)/C1=C(/O)c1ccc(Br)cc1 (configuration not stated) | 11% | -8% | -6%
CCOCCCNc1nc2c(c(=O)[nH]c(=O)n2C)n1CCCc1ccccc1 | 9% | -26% | -7%

# Carrying on.
SMILES,influenza NS1A,tuberculosis growth,inhibitors of VEEV,H37Rv inhibition,PhoP GFP inhibition
CCOc1ccc(-c2nc3n(c(=O)c2C#N)CCCS3)cc1,-1%,7%,1.4%,-8%,-2%
CC(C)NC(NC(=O)/C=C/c1ccccc1)C(Cl)(Cl)Cl (configuration not stated),0%,2%,5.0%,-3%,5%
COCCN(CCOC)c1nc(-c2ccc(Cl)cc2)nc2ccccc12,-16%,34%,3.5%,12%,-4%
CCNC(=O)NC(=O)C(C)OC(=O)c1oc2ccc(OCC)cc2c1C (configuration not stated),-2%,32%,2.4%,-4%,-4%
COc1ccccc1/C(C)=N/NC(=S)NCc1ccccc1,9%,18%,1.5%,23µM*,1%
CC(c1ccco1)N(C(=O)c1ccc(F)cc1)c1ccccn1 (configuration not stated),-4%,-2%,i,-1%,3%
O=C(O)/C=C/C(=O)NNc1ncnc2ccccc12,5%,-8%,4.5%,0%,5%
O=C(N/N=C\c1cn[nH]c1-c1ccccc1)c1ccc([N+](=O)[O-])cc1,-4%,-11%,3.8%,-7%,3%
COc1ccc(OCCn2cnc(Cl)c2Cl)cc1,14%,7%,0.9%,2%,8%
O=C(COc1ccccc1)N1CCc2ccccc21,3%,71%,0.7%,-4%,4%
COc1ccc(N2CCN(C(=O)c3c(Cl)cnn3C)CC2)cc1,9%,5%,2.0%,0%,-8%
Cc1cc(NC(=O)CSc2nnc3ccccn23)no1,-13%,-4%,i,5%,2%
Cc1ccccc1O,-6%,1%,1.8%,-2%,nt
COc1ccc(Cc2nnc(SCC(=O)Nc3ccc(C)cc3)n(N)c2=O)cc1,-9%,14%,0.6%,1%,1%
COc1cc(NS(=O)(=O)c2ccc(C)cc2)ccc1-n1cnnn1,-13%,12%,1.1%,1%,-9%
CN(C)CCCOC(=O)CCc1ccccc1,-14%,-19%,0.2%,-15%,2%
CC(=O)Nc1n[nH]c(=S)s1,-15%,nt,2.2%,nt,nt
CCN(CC)C(=O)c1cc(S(=O)(=O)N2CCCCC2)c[nH]1,-16%,-15%,1.2%,-1%,nt
O=C(O)c1ccc(NC2=C/C(=N/S(=O)(=O)c3ccccc3)c3ccccc3C2=O)cc1,15%,nt,i,nt,nt
O=S1(=O)N(Cc2ccc(F)cc2)CCCN1Cc1ccccc1Cl,-1%,16%,1.6%,12%,0%
COC(=O)c1c(NC(=O)c2ccccc2F)sc2c1C(C(=O)OC)CC2 (configuration not stated),-1%,8%,2.2%,-4%,-5%
Cc1c(Cl)cccc1NC(=S)NCc1ccc2c(c1)OCO2,-5%,69%,2.6%,-8%,18%
CCc1ccc2[nH]c(=O)c(CN(Cc3ccc(F)cc3)C(c3nnnn3CCN3CCOCC3)C(C)C)cc2c1 (configuration not stated),-14%,36%,i,62%,-7%
CCOC(=O)c1c(NC(NC(C)=O)C(Cl)(Cl)Cl)sc2c1CCCC2 (configuration not stated),0%,4%,7.2%,9%,-4%
O=c1c(N2CCCCC2)coc2ccccc12,-7%,-1%,1.2%,-11%,-7%
SMILES,influenza NS1A,tuberculosis growth,inhibitors of VEEV,H37Rv inhibition,PhoP GFP inhibition
O=C(Nc1ccc(F)cc1F)c1ccccc1NC(=O)C1CC=CCC1C(=O)O (configuration not stated),3%,-3%,0.6%,-7%,-11%
CCCOc1ccc(-c2c(C(=O)N/N=C(\C)c3cccnc3)nnn2-c2nonc2N)cc1,-1%,3%,3.8%,6%,-36%
COc1ccc(S(=O)(=O)N2CCC(C(=O)NCc3ccc(C)cc3)CC2)cc1,7%,-1%,4.1%,6%,8%
CC(C)(O)C#Cc1ccc(C(=O)N2CCCC(CNS(=O)(=O)c3cccs3)C2)o1 (configuration not stated),2%,7%,1.3%,7%,-15%
O=C1CCCc2c1cnc1ncnn21,-6%,-31%,0.5%,-2%,-6%
O=C(NN=Cc1ccc2c(c1)OCO2)NN=Cc1ccc2c(c1)OCO2,-2%,nt,8.5%,nt,nt
O=C(CCC(=O)N1CCN(c2ccccc2F)CC1)N1CCN(c2ccccc2)CC1,-5%,45%,i,10%,-9%
O=C(NC1CCS(=O)(=O)C1)c1ccc(S(=O)(=O)N2CCCC2)cc1 (configuration not stated),12%,-6%,4.3%,3%,-5%
CCOC(=O)C1=C(O)CSC1=Nc1cccc(Cl)c1,-5%,-9%,5.6%,-8%,7%
CCOc1ccc(N(CC(=O)Nc2ccccc2OCC)S(=O)(=O)c2c(C)noc2C)cc1,-1%,32%,13%,5%,-5%
CCCCNC(=S)N=Nc1c(O)[nH]c2ccccc12,-13%,54%,1.0%,57%,4%
COc1ccccc1N1CCN(/N=C/C(Cl)=C/c2ccccc2)CC1,11%,25%,3.9%,53µM*,-1%
Fc1ccc(-c2nnc(CN3CCN(c4ncc(C(F)(F)F)cc4Cl)CC3)o2)cc1,13%,68%,0.5%,12%,-12%
Cc1c(C(=O)N2CCOCC2)[nH]c2c1C(=O)CC(c1ccccc1Cl)C2 (configuration not stated),-2%,62%,4.8%,2%,1%
CCCOC1CCCN(C(=O)c2cc(COc3ccc(-n4cncn4)cc3)on2)C1 (configuration not stated),0%,9%,i,12%,-34%
CC(=O)c1cccc(NC(=O)CC2Oc3ccc(C)cc3NC2=O)c1 (configuration not stated),2%,24%,5.2%,-2%,-6%
Cc1cc(C)cc(Oc2coc3cc(O)ccc3c2=O)c1,3%,22%,5.7%,9%,1%
CC(C)CNC(=O)COC(=O)c1cc(S(=O)(=O)N2CCCCC2)ccc1N1CCOCC1,-7%,2%,0.9%,-1%,-4%
Cn1c(CNC(=O)CNS(=O)(=O)c2ccc(F)cc2F)cc(=O)n(C)c1=O,4%,-14%,3.3%,-3%,10%
CC(=O)c1ccc(CCCCCCCCCC(=O)O)s1,4%,-6%,0.7%,3%,1%
Cc1nc2ccccc2n1CCc1nc2c3ccccc3nc(=S)n2[nH]1,-5%,-2%,1.9%,-7%,3%
Cn1nnnc1Sc1ccc([N+](=O)[O-])cc1Cl,-1%,5%,1.8%,4%,3%
CN1CCN(C(=O)/C=C/c2ccc3c(c2)OCO3)CC1,-9%,-10%,2.1%,2%,10%
CCCCn1c(SCC(=O)OCC)nc2c(sc(=S)n2-c2ccccc2OC)c1=O,0%,27%,i,12%,6%
COc1ccc2c(c1)C(=O)N(c1ccc(C)cc1C)C(=O)C2(C)C,-7%,-1%,2.0%,1%,11%
SMILES,influenza NS1A,tuberculosis growth,inhibitors of VEEV,H37Rv inhibition,PhoP GFP inhibition
C[C@H]1CN=C(Nc2ccccc2)N1CCCC1CCCC1,2%,30%,0.0%,-4%,-1%
CC1CCCCN1C(=O)CCn1c(=S)oc2ccccc21 (configuration not stated),-8%,6%,i,-5%,4%
COc1ccccc1NC(=O)C(=O)NCC1CCCN1S(=O)(=O)c1cccs1 (configuration not stated),-5%,28%,1.3%,33%,8%
CCOC(=O)Cn1c(=O)oc2cc(S(=O)(=O)N3CCCC(C)C3)ccc21 (configuration not stated),4%,11%,0.3%,-5%,-15%
O=C(Cc1ccccc1)Nc1cccc(C(=O)N/N=C/c2ccco2)c1,0%,0%,0.8%,-3%,8%
CN(Cc1ccccc1F)C(=O)c1sccc1-c1ccccc1,-11%,13%,4.5%,-7%,-6%
CC1(C)CC(NS(=O)(=O)c2ccc(F)cc2)CC(C)(C)N1,-5%,-4%,i,1%,3%
O=C(c1ccccc1)N1CCN(Cc2ccccc2Br)CC1,-2%,-7%,1.8%,-2%,16%
Cc1[nH]n(-c2ccccc2)c(=O)c1-c1ccccc1,24%,-6%,1.8%,3%,1%
CCC(C)Sc1nnc(NC(=O)c2ccco2)s1 (configuration not stated),-2%,11%,2.1%,1%,-3%
Cc1nc2nc3c(cn2n1)C(=O)CC(C)(C)C3,-2%,nt,7.3%,nt,nt
CCCC[n+]1cc(=N)o[n-]1,-6%,-21%,1.2%,-4%,9%

# Nothing new here: entries from further up.
SMILES,influenza NS1A,tuberculosis growth,inhibitors of VEEV,H37Rv inhibition,PhoP GFP inhibition
C[C@H]1CN=C(Nc2ccccc2)N1CCCC1CCCC1,2%,30%,0.0%,-4%,-1%
CC1CCCCN1C(=O)CCn1c(=S)oc2ccccc21 (configuration not stated),-8%,6%,i,-5%,4%
COc1ccccc1NC(=O)C(=O)NCC1CCCN1S(=O)(=O)c1cccs1 (configuration not stated),-5%,28%,1.3%,33%,8%
CCOC(=O)Cn1c(=O)oc2cc(S(=O)(=O)N3CCCC(C)C3)ccc21 (configuration not stated),4%,11%,0.3%,-5%,-15%
O=C(Cc1ccccc1)Nc1cccc(C(=O)N/N=C/c2ccco2)c1,0%,0%,0.8%,-3%,8%
CN(Cc1ccccc1F)C(=O)c1sccc1-c1ccccc1,-11%,13%,4.5%,-7%,-6%
